High-throughput results deposited in PubChem by Broad Institute.
RAD54 branch = RAD54 (human) branch migration inhibition; Q92698; RAD54 Holliday junction branch migration, FAM/BHQ fluorescence; inhibition, % at 10.4 µM; 0.14% of 360,000 active; AID 602329;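 active means mean normalized replicate activity at least 40 and at least half of replicates scoring 40 or more; inconclusive means only one of the two criteria met; inactive means mean below 40 and under half of replicates reaching 40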;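 further: 0% = median of neutral control wells and 100% = median of positive control wells; inhibitors cause a drop in the FAM fluorescence signal; in these data hits start at about 50%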
GSIS activator = GLuc luminescence reporter in INS-1E cells, primary screen for activators of glucose-dependent secretion of insulin; INS-1E GLuc reporter insulin secretion, 2-3 h; AID 743287; activation, % at 16.6 µM; 0.61% of 370,000 active;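 active means lowest replicate activation of at least 40%, so every replicate reaches that level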;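 further: 0% = median of neutral control wells and 100% = median of IBMX positive control wells; some compounds called inactive have numbers as strong as hits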
CFTR F508del cor = correctors of CFTR F508del function in bronchial epithelial cells | activity (quench increase), % at 7.58 µM | CFBE cells, YFP halide quenching; stimulated with forskolin plus potentiator P3; % fluorescence drop versus neutral controls | AID 720511 | 0.36% of 350,000 active;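 active means mean added fluorescence quench of at least 8% versus neutral control, with both replicates also reaching 8%; inconclusive means only one of the mean or replicate conditions met; inactive means mean below 8% and not both replicates reaching 8%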;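 further: cells transiently co-express mutant CFTR-F508del with the halide-sensitive YFP; corrector assay measuring rescue of mutant channel to the surface after 24 h compound exposure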
CASP6 VEID inh = inhibitors of human caspase-6; purified caspase-6, Z-VEID-R110 cleavage fluorescence; P55212; inhibition, % at 12.5 µM; 0.53% of 350,000 active; AID 686996;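 active means mean inhibition across replicates at least about 35%, with every replicate also reaching that limit, limit read from the data; inconclusive means only one of the two criteria met; inactive means neither criterion met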;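 further: 0% = median of neutral control wells and 100% = no fluorescence left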
E-sel inducer = E-selectin induction on HUVECs; HUVEC E-selectin immunofluorescence imaging; normalized: neutral wells 0, TNF-alpha wells 100; activation, % at 7.58 µM; P16581; 0.37% of 260,000 active; AID 686992;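 active means mean E-selectin-positive cell signal at least 10% of the positive control, reached in at least 60% of replicates, without over 20% cell loss; inconclusive means no rule given, readout overlaps actives, possibly toxicity-flagged; inactive means the rest, including those meeting only one limit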;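 further: in these data hits start at about 27%; measured in HUVEC primary endothelial cells; signal is the percent of cells scored E-selectin positive by PE staining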
Target sequence (P16581 whole entry, looked up): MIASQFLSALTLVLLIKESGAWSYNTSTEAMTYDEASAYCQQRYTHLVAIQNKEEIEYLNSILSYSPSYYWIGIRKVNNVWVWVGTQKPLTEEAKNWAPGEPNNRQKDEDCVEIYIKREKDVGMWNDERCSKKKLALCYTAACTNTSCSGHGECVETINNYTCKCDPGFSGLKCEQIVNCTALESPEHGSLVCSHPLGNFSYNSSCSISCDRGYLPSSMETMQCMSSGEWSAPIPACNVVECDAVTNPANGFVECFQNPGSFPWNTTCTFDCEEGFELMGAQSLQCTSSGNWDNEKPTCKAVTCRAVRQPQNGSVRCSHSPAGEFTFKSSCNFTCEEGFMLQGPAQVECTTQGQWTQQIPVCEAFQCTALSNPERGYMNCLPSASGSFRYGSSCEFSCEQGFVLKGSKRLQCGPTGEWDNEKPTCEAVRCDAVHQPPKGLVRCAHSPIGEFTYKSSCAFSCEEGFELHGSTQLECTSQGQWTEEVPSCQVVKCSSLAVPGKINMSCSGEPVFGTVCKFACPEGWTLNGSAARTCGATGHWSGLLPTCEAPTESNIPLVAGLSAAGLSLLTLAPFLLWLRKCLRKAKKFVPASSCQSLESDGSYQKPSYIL
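Test system: HUVEC; input: 3,000 HUVEC/well; measured by: immunofluorescence imaging; read-out: % PE-positive cells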
DENV2 CPE rescue = DENV2-induced cell death inhibition; DENV2-infected cells, cytopathic effect rescue, plate reader; 1.7% of 350,000 active; AID 651640; CPE inhibition, % at 9.99 µM; in the data active means CPE inhibition above about 20%, passing the limit was not always enough; inconclusive means no clear call, values can overlap the other calls; tested in BHK-21 cells;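 further: 0% = median of neutral control wells and 100% = median of positive control wells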
XiGFP reactiv = activators of X-chromosome reactivation in mouse fibroblasts; XiGFP mouse fibroblasts, % GFP-positive cells imaging, 3 d; cells co-treated with 5-aza-dC sensitizer; scaled so ellipticine positive control = 100%; activation, % at 7.58 µM; 0.055% of 360,000 active; AID 743238;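 active means mean normalized replicate activation at least 10% and every replicate at or above 10%; inconclusive means only one of the two criteria met; inactive means mean below 10% and not all replicates reach 10%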;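 further: 0% = median of on-plate neutral control wells and 100% = ellipticine 6 µM median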
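Assay system – SV40-immortalized XiGFP fibroblast cells, line 68-5-11 · Buffer or medium – DMEM supplemented with 5-aza-dC as sensitizing agent · Dosing – one concentration, pinned · Benchmarks – positive control ellipticine, 6 µM final · Times – 3 days compound exposure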
RAD52 anneal inh = RAD52 (human) annealing inhibition; recombinant RAD52 DNA annealing, FRET fluorescence; inhibition, % at 18.7 µM; 0.46% of 360,000 active;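 active means every replicate showing at least 50% inhibition; inconclusive means mean inhibition at least 50% but not in every replicate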
Target sequence (P43351 whole entry, looked up): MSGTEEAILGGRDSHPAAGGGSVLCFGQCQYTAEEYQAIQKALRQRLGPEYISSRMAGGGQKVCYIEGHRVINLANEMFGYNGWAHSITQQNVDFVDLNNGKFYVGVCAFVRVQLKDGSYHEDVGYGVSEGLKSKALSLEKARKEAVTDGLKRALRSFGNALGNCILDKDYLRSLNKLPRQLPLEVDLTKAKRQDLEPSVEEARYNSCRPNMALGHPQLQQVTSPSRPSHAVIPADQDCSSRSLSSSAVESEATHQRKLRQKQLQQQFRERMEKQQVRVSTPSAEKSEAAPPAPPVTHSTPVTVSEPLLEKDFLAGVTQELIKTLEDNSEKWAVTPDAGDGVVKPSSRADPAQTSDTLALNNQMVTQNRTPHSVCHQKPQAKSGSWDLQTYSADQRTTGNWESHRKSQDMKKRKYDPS
The depositor's hits bear a star; u = inconclusive; x = no result given.

SMILES | RAD54 branch | GSIS activator | CFTR F508del cor | CASP6 VEID inh | E-sel inducer | DENV2 CPE rescue | XiGFP reactiv | RAD52 anneal inh
COC(=O)[C@@H]1[C@@H](CO)[C@@H]2Cn3c(ccc(C4=CCCC4)c3=O)[C@@H]2N1C(=O)C1CC1 | -4 | 7 | -0.6 | -1 | -0.2 | -1 | 0.0 | -16
COc1cccc(C(=O)Nc2ccc3c(c2)OC[C@@H](C)N(CCc2ccccc2)C[C@@H](C)[C@H](OC)CN(C)C3=O)c1 | 0 | -11 | 2.8 | 0 | -0.2 | u | 0.6 | 0
C[C@H]1CCCCO[C@@H](CN(C)CC2CC2)[C@@H](C)CN([C@@H](C)CO)C(=O)c2cc(NC(=O)c3ccccc3)ccc2O1 | 12 | -13 | 3.1 | -22 | -0.1 | -3 | 0.1 | 37
O=C(COc1ccc(S(=O)(=O)NC2CCCCC2)cc1)NC1CCCC1 | 1 | -4 | 0.0 | 2 | x | -1 | 0.0 | -3
Cc1ccc2nc(-c3ccccc3)c(Cc3cccc(Cl)c3)n2c1 | 1 | x | 2.8 | 0 | x | 4 | 0.2 | -39
CN1[C@H](C(=O)NC2CCCC2)[C@@H](CO)[C@@H]2Cn3c(ccc(/C=C/c4ccccc4)c3=O)[C@@H]21 | x | -12 | -0.4 | 1 | 0.4 | u | 0.1 | -56
O=C(Nc1ccc(F)cc1)N1CCCCN2[C@H](CO)[C@@H](c3ccc(-c4ccncc4)cc3)[C@@H]2C1 | 2 | -11 | -8.1 | 1 | 0.3 | -13 | 0.0 | 12
O=C(NCc1ccc2c(c1)OCO2)C1CCN(S(=O)(=O)N2CCOCC2)CC1 | -5 | -8 | x | x | 0.3 | x | 0.1 | x
COC(C[C@@H](O)C[C@H](O)COCc1ccccc1)OC | 15 | x | -2.5 | 0 | -0.1 | -13 | 0.0 | -14
COC(=O)c1ccc(CNC(=O)C2CCC(=O)N(Cc3cccc(F)c3)C2)cc1 (stereo not drawn) | -2 | 7 | -0.9 | -2 | x | 16 | 0.4 | -3
CO[C@@H]1CN(C)C(=O)c2cc(NC(=O)C3CC3)ccc2OC[C@H](C)N(Cc2cccnc2)C[C@H]1C | -4 | 5 | 0.3 | 1 | -0.1 | 5 | 0.0 | 4
O=C(NCC(F)(F)F)[C@H]1[C@H](CO)[C@H]2Cn3c(cccc3=O)[C@H]2N1C(=O)C1CCC1 | 3 | 12 | 1.1 | 2 | 0.1 | 8 | 0.1 | -20
Cc1cccc(NC(=O)c2cccc(NC(=O)c3ccccc3)c2)n1 | 7 | 19 | -0.3 | -2 | x | u | 0.0 | -16
COc1ccc(CNCCC2(O)CC(C)N(C)CC2C)cc1OC (stereo not drawn) | -8 | -5 | -0.3 | -16 | x | 4 | 0.0 | -10
CCCNC(=O)N1[C@@H]2CN(C(=O)Nc3ccc(F)cc3)c3ccccc3[C@@H]2[C@@H]1CO | 4 | -7 | -0.6 | 0 | 0.1 | -3 | 0.3 | -5
CCOC(=O)CN1C(=O)N[C@@H](CCc2ccccc2)C(C(=O)OC)=C1C | 5 | -6 | 3.3 | -4 | -0.2 | 6 | 0.0 | 1
CCCN(CCC)C(=O)C1CCCN1S(=O)(=O)c1cccc2nsnc12 (stereo not drawn) | 4 | 16 | -1.2 | -1 | -0.2 | -5 | -0.1 | -11
O=C(NCCc1cccc(C(F)(F)F)c1)C1CCC(=O)N(CCc2cccc(F)c2)C1 (stereo not drawn) | 8 | -16 | 1.5 | -5 | x | 1 | 0.0 | 8
COc1ccc2c(c1)c1nc3n(c(=O)c1n2CC(=O)Nc1ccccc1)CCS3 | -12 | 8 | 2.3 | 2 | x | -6 | -0.1 | -11
CC(O)c1cccc(NC(=O)Nc2cccc(NC(=O)Nc3cccc(C(C)O)c3)c2)c1 (stereo not drawn) | -11 | 14 | 1.3 | 4 | x | 4 | 0.2 | -17
CCN1C(=O)[C@@H]2[C@@H](c3ccc(-c4ccc(OC)cc4)cc3)N3CCCC[C@@]3(C(=O)OC)[C@@H]2C1=O | -5 | x | -0.9 | -2 | 0.6 | -1 | 0.0 | -54
C[C@H]1CN([C@@H](C)CO)S(=O)(=O)c2ccc(C3=CCCC3)cc2O[C@H]1CN(C)C(=O)c1ccccc1 | 2 | -1 | -2.5 | 2 | 0.4 | -10 | -0.7 | 8
COc1ccccc1N(CC(=O)N(c1ccccc1)C(C)C)S(=O)(=O)c1cccs1 | x | -32 | 2.9 | 3 | x | 1 | 0.0 | -15
COc1cccc(NC(=O)N(C)C[C@@H]2Oc3cc(-c4cccc(C(=O)N(C)C)c4)ccc3S(=O)(=O)N([C@H](C)CO)C[C@H]2C)c1 | -12 | -6 | -0.6 | 5 | -0.1 | u | -0.6 | 0
COc1ccc(S(=O)(=O)N2C[C@@H](O)COC[C@H]3O[C@H](CC(=O)NCCCN4CCOCC4)CC[C@@H]32)cc1 | 1 | 13 | -0.6 | -16 | 0.2 | -5 | 0.1 | 10
CCOCCCNC(=O)CCn1nc(-c2ccc(Cl)cc2)ccc1=O | -9 | -6 | 4.2 | x | -0.1 | 10 | 0.2 | 1
CN1CCN(C(=O)C[C@H]2CC[C@@H]3[C@H](COC[C@H](O)CN3C(=O)Nc3cc(Cl)cc(Cl)c3)O2)CC1 | 11 | 3 | 0.4 | -1 | 0.3 | -5 | -0.1 | 13
Cc1nn(Cc2ccc(F)cc2)c2sc(C(=O)Nc3ccccc3N3CCOCC3)cc12 | x | x | x | 1 | 0.3 | x | 0.0 | -2
COCOc1ccc(-c2ncc(OCCN3CCCC3=O)nc2NC(=O)c2cc3ccccc3s2)cc1 | -1 | x | -5.0 | x | -0.5 | -7 | -0.1 | -15
COc1cccc(-c2cnc(C(O)c3cc(C)ccc3C)[nH]2)c1 (stereo not drawn) | -7 | -9 | 2.9 | 1 | 0.0 | 11 | -0.1 | -1
COc1ccc(C(=O)CCS(=O)(=O)c2ccc(C)cc2)cc1 | -1 | 9 | -1.8 | 2 | -0.1 | -1 | 0.0 | -20
Cc1ccc(NC(=O)CN2CCCC2c2cccn2C)c(Br)c1 (stereo not drawn) | -5 | -7 | 0.9 | -1 | x | -2 | -0.1 | -149
O=C(O)c1cccc(Nc2cc(Cl)c3nonc3c2[N+](=O)[O-])c1 | x | -9 | -1.4 | 0 | -1.0 | u | 0.3 | 3
COc1ccc(S(=O)(=O)N2CCCCN3[C@H](C2)[C@H](c2ccc(C#CCC(C)C)cc2)[C@@H]3CO)cc1 | 3 | -3 | -3.8 | -1 | -0.6 | 11 | 0.1 | -11
Cc1ccccc1NC(=O)CSc1ccc2nnc(-c3ccccn3)n2n1 | 5 | 15 | -1.2 | -2 | -0.6 | -1 | 0.1 | -2
CC1(Oc2ccc(Cl)cc2)CCN(Cc2cccn2-c2nccs2)C1 (stereo not drawn) | 1 | 2 | 1.4 | -4 | 0.0 | 5 | 0.0 | -8
C[C@H](CO)N1C[C@H](C)[C@@H](CN(C)Cc2ccc(C(=O)Nc3ccccc3N)cc2)Oc2c(NC(=O)c3nc4ccccc4s3)cccc2C1=O | -1 | 14 | 0.9 | 0 | 0.9 | -3 | -0.7 | 12
O=C(N[C@@H]1CC[C@@H](CCn2cc(-c3ccccn3)nn2)O[C@H]1CO)c1cccnc1 | 7 | -3 | 0.5 | -1 | 0.8 | -4 | -0.1 | 2
C[C@@H]1CCCCO[C@H](CN(C)C(=O)Nc2ccc3c(c2)OCO3)[C@@H](C)CN([C@@H](C)CO)C(=O)c2cc(NC(=O)c3ccncc3)ccc2O1 | 1 | 6 | 0.1 | 1 | -0.1 | -1 | 0.0 | -15
CC1(C)CC(=O)C2=C(C1)OC(N)=C([N+](=O)[O-])C2c1ccc(C#N)s1 (stereo not drawn) | x | 1 | 0.0 | 7 | x | -3 | 0.4 | -27
CC(C)/C=C/C(=O)N1CCCC(N2CCN(c3ccccc3F)CC2)C1 (stereo not drawn) | -1 | -10 | -1.2 | 1 | x | 3 | 0.0 | -14
CCCNC(=O)N1[C@@H]2Cn3c(ccc(-c4ccccc4OC)c3=O)[C@H]1[C@@H](C(=O)N(C)C)[C@@H]2CO | 11 | 21 | 0.6 | 3 | 0.0 | 6 | 0.2 | -2
CNC[C@@H]1Oc2ccc(NC(=O)Nc3ccc4c(c3)OCO4)cc2CC(=O)N([C@H](C)CO)C[C@H]1C | -4 | 8 | -1.1 | -1 | x | 4 | -1.0 | -3
CC1=NN(C(N)=S)C(=O)C1N=Nc1cccc(Cl)c1 (stereo not drawn) | -5 | -43 | 1.9 | -2 | 0.4 | -3 | 0.0 | 0
C[C@@H]1CN([C@@H](C)CO)C(=O)c2cc(N(C)C)ccc2O[C@@H](C)CCCCO[C@H]1CN(C)C(=O)c1ccncc1 | -2 | -9 | -2.8 | 1 | -0.1 | u | -0.1 | -53
COc1ccc2cc(C(=O)C3CCCN(C(=O)c4cncs4)C3)ccc2c1 (stereo not drawn) | -7 | 2 | -1.8 | 2 | -0.5 | -9 | 0.5 | -4
N#C/C(=C\c1ccccc1)C(=O)N(c1ccccn1)C1CCCCC1 | 0 | -14 | x | x | 1.3 | x | 0.3 | x
C[C@@H]1CN([C@@H](C)CO)C(=O)c2cccc(NS(=O)(=O)c3ccc(F)cc3)c2O[C@H]1CN(C)CC1CC1 | 3 | 11 | -0.4 | 2 | 0.3 | 14 | -0.2 | -10
C/C(=N\O)c1ccn(S(=O)(=O)c2ccc(Cl)cc2)c1 | 0 | -2 | 0.5 | -5 | x | 2 | 0.0 | -29

An excerpt of these results, with values under each structure:
Values run as follows: RAD54 branch, GSIS activator, CFTR F508del cor, CASP6 VEID inh, E-sel inducer, DENV2 CPE rescue, XiGFP reactiv, RAD52 anneal inh
CNC[C@@H]1Oc2ccc(NC(=O)Nc3ccc4c(c3)OCO4)cc2CC(=O)N([C@H](C)CO)C[C@H]1C
  -4, 8, -1.1, -1, x, 4, -1.0, -3
CC1=NN(C(N)=S)C(=O)C1N=Nc1cccc(Cl)c1 (stereo not drawn)
  -5, -43, 1.9, -2, 0.4, -3, 0.0, 0

Record cards (already shown):
Listed for C[C@@H]1CN([C@@H](C)CO)C(=O)c2cc(N(C)C)ccc2O[C@@H](C)CCCCO[C@H]1CN(C)C(=O)c1ccncc1 : RAD54 branch: -2; GSIS activator: -9; CFTR F508del cor: -2.8; CASP6 VEID inh: 1; E-sel inducer: -0.1; DENV2 CPE rescue: u; XiGFP reactiv: -0.1; RAD52 anneal inh: -53
Listed for O=C(O)c1cccc(Nc2cc(Cl)c3nonc3c2[N+](=O)[O-])c1 : RAD54 branch: x; GSIS activator: -9; CFTR F508del cor: -1.4; CASP6 VEID inh: 0; E-sel inducer: -1.0; DENV2 CPE rescue: u; XiGFP reactiv: 0.3; RAD52 anneal inh: 3
